ALDH1A1 inh: qHTS Assay for Inhibitors of Aldehyde Dehydrogenase 1 (ALDH1A1) | Aldehyde dehydrogenase 1A1 (Homo sapiens), P00352 | Purified ALDH1A1, NADH fluorescence, propionaldehyde substrate | Potency, µM (top dose mostly 75.3 µM), without a hit: at the top dose activity, negative = inhibition, actives largely listed as inhibitors | 7.3% of 220,000 active | AID 1030, 2008; active = well fitted inhibition curve with a large enough effect, not every such curve was filed as active; inconclusive = small, poorly fitted or top-dose-only effect, or another doubt; inactive = no such curve, though single readings can be large or run the other way;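 note: plate controls were no enzyme wells and a reference inhibitor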
Target sequence (P00352 whole entry, looked up): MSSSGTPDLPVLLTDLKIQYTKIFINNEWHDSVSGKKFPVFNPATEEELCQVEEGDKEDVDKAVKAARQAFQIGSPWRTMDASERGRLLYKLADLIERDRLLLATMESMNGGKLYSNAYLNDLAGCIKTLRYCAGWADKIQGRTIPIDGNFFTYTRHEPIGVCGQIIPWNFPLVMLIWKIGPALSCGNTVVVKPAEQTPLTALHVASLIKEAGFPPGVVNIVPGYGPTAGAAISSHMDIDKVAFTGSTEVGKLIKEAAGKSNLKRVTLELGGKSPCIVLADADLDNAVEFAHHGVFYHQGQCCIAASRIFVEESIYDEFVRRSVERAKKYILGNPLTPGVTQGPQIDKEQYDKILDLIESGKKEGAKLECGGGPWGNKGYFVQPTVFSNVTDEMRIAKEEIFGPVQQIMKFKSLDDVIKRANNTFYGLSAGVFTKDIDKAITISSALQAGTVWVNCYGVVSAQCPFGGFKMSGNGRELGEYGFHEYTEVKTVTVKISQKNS
NPSR antag: qHTS Assay for Antagonists of the Neuropeptide S Receptor: cAMP Signal Transduction; Q6W5P4; CHO-NPSR cells, cAMP TR-FRET, antagonist mode; Potency, µM (titrated, usually from 38.3 µM), for the others: at the highest dose activity change, negative = inhibition, most hits filed as inhibitors; 1% of 220,000 active; AID 1461, 2008; note: % is set by controls: 0 for no effect and ±100 for the full control effect; nearly all actives have a fitted effect of over 50% in size; many of its hits are not listed in these tables
Target sequence (Q6W5P4 whole entry, looked up): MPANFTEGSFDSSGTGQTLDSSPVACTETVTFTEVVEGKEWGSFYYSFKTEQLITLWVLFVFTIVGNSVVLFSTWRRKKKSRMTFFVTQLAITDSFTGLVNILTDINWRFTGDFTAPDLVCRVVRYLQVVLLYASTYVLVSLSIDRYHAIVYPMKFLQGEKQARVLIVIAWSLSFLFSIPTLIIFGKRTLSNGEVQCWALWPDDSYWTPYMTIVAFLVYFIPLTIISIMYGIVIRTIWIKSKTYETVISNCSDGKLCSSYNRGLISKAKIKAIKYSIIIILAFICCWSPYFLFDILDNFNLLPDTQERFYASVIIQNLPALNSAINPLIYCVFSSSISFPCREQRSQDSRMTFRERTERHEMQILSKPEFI
GAA spleen mod: qHTS Assay for Inhibitors and Activators of Human alpha-Glucosidase From Spleen Homogenate. human spleen homogenate, 4-MU-alpha-glucoside fluorescence. Potency, µM (series often up to 79.9 µM), inactives show at the highest dose activity change, negative = inhibition, usual class: inhibitors. 0.006% of 240,000 active. AID 2112, 2009;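 note: 0% = enzyme with vehicle and -100% = no enzyme basal signal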
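AC50 values come from Hill-equation fits of concentration-response data, normalized to no-enzyme and full-activity controls. Enzyme source: 1 ug human spleen homogenate; 1 mM fluorogenic 4-MU glucoside, pH 5.0 citrate buffer, 37 C, 40 min.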
Epigenetic reg: Quantitative High-Throughput Screen for Regulators of Epigenetic Control; murine LDR cells, GFP reporter derepression, 30 h; Potency, µM (highest dose often 53.9 µM), for the others: top-dose GFP activation, hits mostly activators; 0.2% of 280,000 active; note: % of control where 0% means no effect; nearly all actives have a fitted effect of over 60% in size
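Reporter derepression read as number of fluorescent GFP-positive objects, 20-120 um in size, counted by laser-scanning cytometer. Mouse LDR line with an epigenetically silenced CMV-GFP locus; compound incubation 30 h, 37 C.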
aGal spleen mod: qHTS Assay for Inhibitors and Activators of Human alpha-Galactosidase From Spleen Homogenate. Potency, µM (titrated, usually from 80 µM), without a hit: top-dose activity change, negative = inhibition, actives largely listed as inhibitors. 0.008% of 240,000 active. human spleen homogenate, 4MU-alpha-Gal fluorescence, 40 min. Alpha-galactosidase A (Homo sapiens), P06280. AID 2107, 2009;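 note: 0% = enzyme with vehicle and -100% = no enzyme basal signal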
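Inhibition or activation of alpha-galactosidase in human spleen homogenate is scored by 4-MU fluorescence after 40 min at 37C, pH 5.0, with 1 mM substrate. AC50s come from concentration-response fitted to the Hill equation.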
GAA inhib: qHTS Assay for Inhibitors of Human alpha-Glucosidase as a Potential Chaperone Treatment of Pompe Disease. Potency, µM (series often up to 76.9 µM), for inactives: at the highest dose activity change, negative = inhibition, actives largely listed as inhibitors. AID 1466, 2008. Lysosomal alpha-glucosidase (Homo sapiens), P10253. purified human GAA, 4-MU-alpha-glucoside fluorescence. 0.005% of 200,000 active;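 note: plate controls were uninhibited enzyme wells for no effect and no-enzyme background for full effect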
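Fluorogenic assay: 4 nM human alpha-glucosidase with 400 uM 4-methylumbelliferyl-alpha-D-pyranoside in 50 mM citrate/phosphate, 0.005% Tween-20, pH 5.0, 20 min at room temperature. Compounds tested up to 77 uM; AC50 from Hill fits.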
GAA glycogen mod: qHTS Assay for Inhibitors and Activators of Human alpha-Glucosidase Cleavage of Glycogen | recombinant GAA, glycogen substrate, Amplex Red glucose oxidase fluorescence | 0.38% of 300,000 active | AID 2100, 2009 | Lysosomal alpha-glucosidase (Homo sapiens), P10253 | Potency, µM (series often up to 76.4 µM), for inactives: at the highest dose activity change, negative = inhibition, actives largely listed as inhibitors;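 note: 0% = full enzyme reaction and -100% = no-enzyme basal signal; the screen sought inhibitors and activators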
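Recombinant human enzyme (4 nM); glycogen substrate; 37 C, 40 min, pH 5.0. Readout: coupled glucose oxidase/Amplex Red fluorescence.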
Tau fluor cs: Counterscreen qHTS for Inhibitors of Tau Fibril Formation, Fluorescence Polarization; tau K18 P301L Alexa594 fluorescence, heparin fibrillization; Potency, µM (top dose mostly 57.7 µM), inactives show at the highest dose activity change, negative = decrease; 0.93% of 280,000 active; AID 1463, 2008; note: % is set by controls: 0 for no effect and ±100 for the full control effect; nearly all actives have a fitted effect of over 55% in size
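Human tau K18 P301L (15 uM unlabeled, 0.24 uM Alexa 594-labeled) in 100 mM sodium acetate pH 7 with 20 uM heparin, 6 hr at 37 C. ThT 30 uM added, 1 hr ambient; Alexa 594 FP and total fluorescence read at 555/632 nm.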
Numbers without * were called inactive; ? = inconclusive; . = no result given; [ ] = another dose, or the depositor's remark. Unless noted, calls come from the whole dose curve; as a rule, active = well fitted curve in the direction sought with a large enough effect; inconclusive = small, poorly fitted or top-dose-only effect, or another doubt; inactive = no such curve, though single readings can be large; an effect the other way counts as inactive or inconclusive. Potency is the fitted concentration of half-maximal effect. Only part of the results is shown; count on the stated rates, not on these rows.

SMILES	ALDH1A1 inh	NPSR antag	GAA spleen mod	Epigenetic reg	aGal spleen mod	GAA inhib	GAA glycogen mod	Tau fluor cs
O=[N+]([O-])c1ccc(/C=N/Nc2ncc(-c3ccccc3)cn2)cc1	-3%	-7%	-5%	0.9%	4%	5%	-4%	-8%
COc1ccc(C(=O)NC2=Nc3ccccc3N=C(C)C2c2ccccc2)cc1 (stereo unspecified)	.	-49%	-3%	0.0%	-4%	.	?	?
Cc1ccc(S(=O)(=O)N2CCOCC2)cc1C(=O)N1c2ccccc2Sc2ccccc21	7%	?	4%	0.9%	2%	-9%	-6%	-16%
N#Cc1ccccc1NC(=O)COC(=O)c1ccc(S(=O)(=O)N2CCCC2)cc1	-3%	2%[46.1 µM]	-2%	1.6%	-8%	-11%	-1%	-2%
O=C(Nc1cccc(S(=O)(=O)N2CCOCC2)c1)c1cn(-c2ccccc2)nc1-c1ccc(F)cc1	2%	-19%	-2%	0.0%	4%	5%	10%	-30%
CC(C)(C)c1ccc(Oc2ccc(NC(=O)c3ccco3)cn2)cc1	.	29%[7.67 µM]	-1%	?	5%	.	-15%	-26%
COc1ccccc1NC(=O)c1cn(C)c(=O)c2cc(OC)c(OC)cc12	3%	-8%[46.1 µM]	0%	-0.9%	-8%	-3%	8%	-11%
O=C(NNc1cccc([N+](=O)[O-])c1)/C(=C\c1cccnc1)NC(=O)c1ccccc1	.	4%	0%	0.1%	0%	.	?	-9%
CCc1ccc(C2=NNC(=Nc3c(C)n(C)n(-c4ccccc4)c3=O)SC2)cc1	?	6%	2%	-4.4%	2%	-6%	-30%	-29%
COC(=O)[C@@H]1C[C@@]1(C)[C@@H](NC(=O)OCc1ccccc1)c1ccccc1	?	.	-2%	2.9%	4%	.	.	-6%
c1ccc(-n2nnc3ccccc32)nc1	-2%	-33%[46.1 µM]	-2%	2.4%	0%	-2%	-4%	5%
O=C(CN1CCN(Cc2ccc(Cl)cc2)CC1)N/N=C/c1ccncc1	-5%	16%	6%	0.9%	10%	-1%	4%	-3%
CC(C(=O)NN)c1ccc([N+](=O)[O-])cc1 (stereo unspecified)	-7%	18%	-4%	1.2%	-7%	12%	6%	-4%
Nc1cc(-c2ccc(Cl)cc2)nn1S(=O)(=O)c1cccc2nsnc12	15%	-28%[46.1 µM]	12%	0.8%	6%	8%	13%	18µM*[quencher]
CCCCC12CN3CC(C)(CN(C1)C3c1ccc([N+](=O)[O-])o1)C2=O (stereo unspecified)	.	-8%	2%	-1.0%	2%	.	2%	7%
O=C(COc1ccc(Br)cc1)NCc1ccccn1	8%	-1%[46.1 µM]	7%	1.6%	10%	-5%	14%	-10%
O=C(CS(=O)CC(=O)N(c1ccccc1)C(C(=O)NC1CCCC1)c1cccs1)Nc1ccc(F)cc1 (stereo unspecified)	9%	-4%[46.1 µM]	-8%	3.5%	-11%	1%	7%	-1%
O=C(CSc1nnc(-c2ccco2)n1-c1ccccc1)NCCc1ccccc1	1%	?	-3%	0.5%	-6%	2%	10%	-1%
CCCc1cc(=O)[nH]c(SCCCCN2C(=O)c3ccccc3C2=O)n1	?	-16%	0%	1.5%	-5%	0%	-6%	2%
O=C(N/N=C/c1cccnc1)c1ccccc1OCc1ccc(Cl)cc1	19%	-29%	-5%	-4.4%	-2%	-5%	-5%	-8%
Cn1c(O)c(N=NC(=N)N)c2ccccc21	5%	28%	5%	-0.1%	-4%	-2%[15.4 µM]	1%	6%
CN1CCN(CCCCC(=O)c2ccccc2)CC1	7%	3%[46.1 µM]	0%	-4.8%	4%	-2%	-2%	-1%
CC(=O)C1=C(C)NC(=O)NC1c1ccc(OC2CCCC2)cc1 (stereo unspecified)	?	-5%[46.1 µM]	-1%	-1.1%	-22%	-2%	-9%	1%
N#Cc1c(N)n[nH]c1CCCN	-3%	-3%[46.1 µM]	2%	4.0%	1%	3%	5%	-6%

Profiles, looked up by structure. Values in the order: ALDH1A1 inh | NPSR antag | GAA spleen mod | Epigenetic reg | aGal spleen mod | GAA inhib | GAA glycogen mod | Tau fluor cs
Profile of CN1CCN(CCCCC(=O)c2ccccc2)CC1 = 7% | 3%[46.1 µM] | 0% | -4.8% | 4% | -2% | -2% | -1%
Profile of N#Cc1c(N)n[nH]c1CCCN = -3% | -3%[46.1 µM] | 2% | 4.0% | 1% | 3% | 5% | -6%

Following part
SMILES	ALDH1A1 inh	NPSR antag	GAA spleen mod	Epigenetic reg	aGal spleen mod	GAA inhib	GAA glycogen mod	Tau fluor cs
O=C(Nc1ccc(Cl)cc1C(F)(F)F)c1ccc(Cl)cc1	1%	-5%[46.1 µM]	-10%	2.1%	-2%	-3%	2%	2%
Cc1nc(NC(=O)CSc2nnc(-c3ccc4c(c3)OCO4)o2)c(Cl)cc1Cl	-7%	8%	2%	1.1%	-1%	4%	-6%	-5%
Cc1cc(C)nc(SCNC(=O)c2ccc(Cl)cc2)n1	4%	1%[46.1 µM]	4%	3.1%	4%	6%	-7%	-6%
O=C(O)C1CCC(CN(Cc2cccc(Br)c2)C(=S)Nc2ccccc2F)CC1 (stereo unspecified)	5%	-40%	0%	-1.3%	-2%	4%	-2%	-14%
CC(C)NC(=O)NC(=O)COc1c(F)c(F)cc(F)c1F	0%	6%[46.1 µM]	-2%	0.0%	0%	-2%	-17%	-9%
FC(F)(F)c1ccc(Oc2ccc3c(C(F)(F)F)cc(C(F)(F)F)nc3n2)cc1	0%	-26%[46.1 µM]	-1%	-1.0%	7%	0%	6%	-6%
Cc1nc(N2CCN(c3ccccc3)CC2)nc2c1C(=O)CC(c1ccccc1)C2 (stereo unspecified)	?	-10%[46.1 µM]	-7%	0.1%	2%	-10%	-2%	-11%
CCCCCCOC(=O)C[N+](C)(C)CCOC1CC2CCC1(C)C2(C)C (stereo unspecified)	-12%	?	-8%	0.0%	-12%	-15%	14%	-20%
O=C(/C=C\c1ccc(O)c(O)c1)O[C@@H](Cc1ccc(O)c(O)c1)C(=O)O	-1%	.	-3%	-0.3%	2%	.	.	-24%
COc1cccc(/C=N/Nc2nc(N3CCCC3)nc(N3CCCC3)n2)c1O	?	-20%[46.1 µM]	-9%	0.0%	5%	2%	-27%	-21%
O=C(c1ccco1)N1CCCSC1=Nc1ccccc1	9%	-3%[46.1 µM]	-3%	-5.5%	-3%	3%	2%	1%
COc1ccc(C)cc1S(=O)(=O)Nc1ccc(F)c(Cl)c1	-5%	-13%[46.1 µM]	1%	-1.2%	10%	5%	1%	9%
C[C@@H]1CCC2[C@@H](C)[C@@H](O)O[C@@H]3O[C@@]4(C)CC[C@@H]1[C@@]23OO4 (stereo partly specified)	?	.	12%	-1.1%	26%	.	.	-4%
CCCOc1ccc(S(=O)(=O)N2CCCC2)cc1[N+](=O)[O-]	.	-8%	5%	-4.2%	10%	.	-4%	-21%
C=CCOc1ccn(C)c(=O)n1	.	13%	0%	-3.1%	-9%	.	-7%	-9%
CCOc1ccc2[nH]c(=O)c(CN(Cc3ccccc3)C(=O)N3CCCC3)cc2c1	?	-18%[46.1 µM]	-3%	0.0%	-5%	8%	-1%	-3%
CCc1nnc(NC(=O)C2COc3ccccc3O2)s1 (stereo unspecified)	3%	-1%[46.1 µM]	-2%	-4.8%	-8%	-12%	7%	-13%
C=CCn1c(N)c(C(=O)Nc2ccccc2)c2nc3ccccc3nc21	-9%	?	-11%	4.9%	28%	7%	0%	?
Cc1c(NC(=O)CCCN2C(=O)c3cccc4cccc(c34)C2=O)c(=O)n(-c2ccccc2)n1C	?	15%	-4%	-2.5%	4%	1%	5%	-1%
COC(=O)c1ccc(-c2ccc(CNCC(O)c3ccccc3)o2)cc1 (stereo unspecified)	?	-14%[46.1 µM]	-4%	3.2%	1%	-4%	4%	12%
COc1cccc(NC(=S)N(CCc2c(C)[nH]c3ccccc23)Cc2ccco2)c1	-2%	-38%	-9%	1.0%	-15%	0%	-25%	13µM*[quencher]
COc1cc(/C=N/NC(=O)c2cc(-c3ccco3)nc3ccccc23)cc(OC)c1O	22µM*	27%	11%	1.1%	7%	8%	-8%	?
COC(=O)c1cc(=O)n(CCc2ccccc2F)c(=Nc2ccc(F)c(Cl)c2)s1	9%	-16%[46.1 µM]	-1%	-0.9%	-2%	-10%	-23%	-12%
COc1ccc2[nH]c(=O)c(CN(CCc3ccccc3)Cc3nnnn3CC3CCCO3)cc2c1 (stereo unspecified)	?	-22%[46.1 µM]	-5%	1.0%	6%	0%	4%	-11%
Cc1ccc(NC(=O)C(c2ccccc2)N(C)C)cc1Cl (stereo unspecified)	1.4µM*	-33%	-11%	9.6%	-26%	0%	3%	-5%
COc1ccc(NC(=O)c2cc(S(=O)(=O)N3CCOCC3)cs2)cc1	-2%	1%	-2%	-1.1%	-5%	-2%	14%	4%[2.34 µM]
COc1ccc(-c2ccnc(SCC(=O)N3CCOCC3)n2)cc1	?	8%[46.1 µM]	2%	0.0%	4%	-1%	-3%	-7%
CC(C)c1ccc(N(CC(=O)NCC2CCCO2)C(=O)Cn2nnc(-c3cccs3)n2)cc1 (stereo unspecified)	-4%	15%	-16%	6.1%	10%	-7%	-14%	-15%
COCC(C)NC(=O)c1cccc(Cl)c1 (stereo unspecified)	1%	0%[46.1 µM]	-2%	-0.9%	3%	1%	4%	-4%
COc1ccc(NC(=O)/C(Cl)=C(/Cl)S(=O)Cc2ccc(C)cc2)cn1 (stereo unspecified)	5µM*	1µM*	3%	5.0%	6%	-16%	-1%	-10%

Arranged by formula weight (lowest first): some entries from above
SMILES	ALDH1A1 inh	NPSR antag	GAA spleen mod	Epigenetic reg	aGal spleen mod	GAA inhib	GAA glycogen mod	Tau fluor cs
CC(C(=O)NN)c1ccc([N+](=O)[O-])cc1 (stereo unspecified)	-7%	18%	-4%	1.2%	-7%	12%	6%	-4%
COc1ccc(C(=O)NC2=Nc3ccccc3N=C(C)C2c2ccccc2)cc1 (stereo unspecified)	.	-49%	-3%	0.0%	-4%	.	?	?
O=C(O)C1CCC(CN(Cc2cccc(Br)c2)C(=S)Nc2ccccc2F)CC1 (stereo unspecified)	5%	-40%	0%	-1.3%	-2%	4%	-2%	-14%

Source: PubChem
